Assay outcomes as filed in PubChem BioAssay.
ABHD4 inh: ABHD4 inhibitors, primary screen, biochemical, fluorescence polarization, mouse. AID 720543, 2013. inhibition, % at 8.92 µM. hit rate 0.54% among 370,000. (Lyso)-N-acylphosphatidylethanolamine lipase (Mus musculus), Q8VD66. purified mABHD4, FP-Rh probe fluorescence polarization;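 active = inhibition exceeding the mean over every tested compound plus 3 SD, cut at about 30% in these data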;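 note: 0% = plate median of compound wells and 100% = S159A mutant with DMSO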
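Assay system: wild-type mouse ABHD4 protein; compound: single nominal dose of 8.92 µM, 0.89% DMSO final; schedule: 45 min + 60 min at 25 °C; measured by: FP readout, ex 525 nm / em 598 nm; evaluation: % inhibition of FP-Rh probe binding versus controls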
rCAG binder: binders of r(CAG) RNA repeats, primary screen, biochemical, fluorescence; inhibition, % at 3 µM; AID 651821, 2012; r(CAG) RNA repeat, TO-PRO-1 dye displacement fluorescence; hit rate 1.3% among 370,000;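 active = inhibition above the plate cutoff, the mean of all test compounds on that plate plus 3 SD, cut at about 35% in these data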;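 note: 0% = DMSO alone and 100% = 100 µM mitoxantrone as full dye displacement; higher means more dye released from RNA so lower well fluorescence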
NPR2 activator: human GC-B receptor activators, primary screen, HEK293 GC-B cells, cGMP TR-FRET, EC30 CNP. 0% at EC30 CNP, 100% saturating CNP. hit rate 0.11% among 370,000. Atrial natriuretic peptide receptor 2 (Homo sapiens), P20594. activation, % at 10 µM;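 active = activation at 10 µM reaching about 35% in either raw or pattern-adjusted values, limit read from the data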
ASAP1 inh: inhibitors of human ASAP1 ArfGAP activity, primary screen, biochemical, fluorescence polarization. AID 624377, 2012. ASAP1-stimulated ARF1 GTP hydrolysis, GDP FP detection. inhibition, % at 16.5 µM. Arf-GAP with SH3 domain, ANK repeat and PH domain-containing protein 1 (Homo sapiens), …. hit rate 0.19% among 360,000; in the data active = inhibition above about 25%;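 note: 0% = vehicle with enzyme and substrate and 100% = no enzyme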
Target sequence (Q9ULH1 325-724 limits assumed): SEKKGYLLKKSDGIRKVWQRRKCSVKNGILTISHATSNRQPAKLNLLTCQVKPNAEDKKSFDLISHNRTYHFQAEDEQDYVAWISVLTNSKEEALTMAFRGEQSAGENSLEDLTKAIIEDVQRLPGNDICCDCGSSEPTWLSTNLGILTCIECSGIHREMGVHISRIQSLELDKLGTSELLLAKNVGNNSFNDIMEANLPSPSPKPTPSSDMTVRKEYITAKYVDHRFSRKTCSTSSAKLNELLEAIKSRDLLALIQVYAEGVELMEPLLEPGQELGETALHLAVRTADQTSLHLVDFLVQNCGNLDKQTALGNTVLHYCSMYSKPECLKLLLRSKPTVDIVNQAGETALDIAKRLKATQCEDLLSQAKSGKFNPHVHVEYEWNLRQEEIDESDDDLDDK
ARFGAP1 inh: inhibitors of rat ARFGAP1 GAP activity, primary screen, biochemical, fluorescence polarization, GDP tracer | Arfgap1-stimulated ARF1 GTP hydrolysis, GDP FP detection | inhibition, % at 16.5 µM | hit rate 0.26% among 360,000;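 active = inhibition above a per-plate limit, mean inhibition of low control wells plus 3 SD, cut at about 25% in these data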;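 note: 0% = DMSO wells with enzyme and 100% = wells lacking Arfgap1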
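system = rat Arfgap1 catalytic domain, aa 1-136 | technique = FP, GDP Alexa 633 tracer displaced from anti-GDP antibody, 620/688 nm | compound = one concentration, 16.5 µM, DMSO 1.26% | medium = HEPES-based buffer, pH 7.5 | timing = compound-enzyme preincubation 20 min, reaction 120 min, detection 60 min, 25 °C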
HTRA1 inhibitor: HTRA1 serine protease inhibitors, primary screen, biochemical, fluorescence polarization, HTS; recombinant HTRA1, FP-rhodamine activity-based probe; hit rate 0.5% among 340,000; inhibition, % at 5.96 µM; in the data active = inhibition above about 36%;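 note: 0% = enzyme with DMSO and 100% = wells lacking enzyme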
Target sequence (Q92743 whole entry, looked up): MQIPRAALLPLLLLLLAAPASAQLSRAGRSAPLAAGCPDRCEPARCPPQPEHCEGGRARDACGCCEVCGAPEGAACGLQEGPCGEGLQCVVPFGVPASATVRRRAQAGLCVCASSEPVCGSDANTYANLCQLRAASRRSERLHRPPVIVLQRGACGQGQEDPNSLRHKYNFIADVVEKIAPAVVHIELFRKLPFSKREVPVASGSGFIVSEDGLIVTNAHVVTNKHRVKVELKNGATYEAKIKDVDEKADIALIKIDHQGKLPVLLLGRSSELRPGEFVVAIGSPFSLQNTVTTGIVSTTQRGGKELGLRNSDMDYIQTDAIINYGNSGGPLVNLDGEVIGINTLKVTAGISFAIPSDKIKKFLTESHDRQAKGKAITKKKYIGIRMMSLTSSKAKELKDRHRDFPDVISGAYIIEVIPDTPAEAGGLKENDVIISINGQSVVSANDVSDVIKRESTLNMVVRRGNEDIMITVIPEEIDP
SMARCA2 act: SMARCA2 (BRM) function activators, primary screen, cell-based, luminescence, high throughput | MG213 cells, MMTV-luciferase reporter, dexamethasone, overnight | activation, % at 9.1 µM | hit rate 1% among 370,000; in the data active = activation above about 7.8%;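 note: 0% = vehicle wells and 100% = reference activator wells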
GC-A act: GC-A stimulated cGMP production enhancers – HEK293 GC-A cells, cGMP TR-FRET, EC30 ANP, primary screen; activation, % at 10 µM; 0% at EC30 ANP, 100% saturating ANP; hit rate 0.14% among 370,000; Atrial natriuretic peptide receptor 1 (Homo sapiens), P16066; in the data active = activation above about 40%
PG9 binder: binders of HIV-1 gp120 antibody PG9, primary screen, biochemical, TR-FRET; TR-FRET gp120-PG9 antibody binding; inhibition, % at 6.7 µM; hit rate 0.43% among 360,000; AID 624416, 2012; in the data active = inhibition above about 8.5%
NR1D1 modulator: modulators of Rev-erb alpha DNA binding, primary screen, biochemical, FITC-DNA, fluorescence polarization, uHTS | Nuclear receptor subfamily 1 group D member 1 (Homo sapiens), P20393 | Rev-erbα–FITC-DNA binding, 90 min | activity, % at 10 µM | hit rate 0.79% among 370,000 | AID 1259318, 2017;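 active = activity above about 14%, limit read from the data; passing the limit was not always enough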;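 note: 0% = DMSO wells with 35 nM protein and 100% = DMSO wells with 750 nM protein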
Active calls of the source: *; . = not tested or not shown.

cpd	structure	PG9 binder	rCAG binder	GC-A act	ASAP1 inh	ARFGAP1 inh	HTRA1 inhibitor	NR1D1 modulator	ABHD4 inh	SMARCA2 act	NPR2 activator
1	CC(=O)Nc1ccc(NC(=O)C(C)OC(=O)c2cccc(S(=O)(=O)N3CCCCC3)c2)cc1 (stereo unspecified)	-0.8	0	2	4	-1	-2	-2	3	-1	2
2	CC(=O)Nc1ccc(NC(=O)c2ccc(S(=O)(=O)N3CCCCCC3)cc2)cc1	0.1	3	1	-2	6	1	0	-14	-2	-6
3	Cc1nn(-c2ccccc2)c2c1C(c1ccc(Cl)cc1)N(c1ccccc1)C(=O)N2 (stereo unspecified)	-0.6	3	-18	-13	3	-24	4	7	0	-11
4	COCCNC(=O)CN1CCC(NC(=O)Nc2ccc(C(F)(F)F)cc2)CC1	2.6	-3	-1	6	-15	1	0	-5	1	2
5	Cc1c2c(nc3nc4ccccc4n13)CC(C)(C)CC2=O	-0.9	0	-3	9	0	3	3	-1	-4	-3
6	CSc1nc(-c2ccccc2)nc(NC(=O)c2ccccc2)c1C(C)=O	-1.4	1	-1	4	4	-14	1	-14	4	-2
7	COc1ccc(CCN(C)C2CCCN(S(=O)(=O)c3ccccc3)C2)cc1OC (stereo unspecified)	0.0	-1	4	6	-8	-10	0	-4	-1	-3
8	CCCCC(=O)NC(=S)Nc1ccc(Cl)c(C(=O)O)c1	1.3	0	0	1	-9	0	-1	-1	-1	-2
9	CCOC(=O)NNC(=O)c1[nH]c2ccc(Br)cc2c1-c1ccccc1	8.1	5	-12	7	7	-54	4	-15	-3	-4
10	CC1CC(=O)N(CC(=O)NCc2ccc(F)cc2)c2ccccc2S1(=O)=O (stereo unspecified)	-0.1	-2	-3	2	19	6	-4	-8	1	3
11	O=C(COC(=O)COc1cccc2ccccc12)NCC(F)(F)F	-1.8	-1	2	3	-5	-4	3	-1	2	-5
12	COc1ccc(Cl)cc1NC(=O)COC(=O)c1c(-c2ccccc2)noc1C	-0.2	2	-4	1	0	-18	4	-26	-3	-4
13	CCC(C)(C)C1CCc2[nH]nc(C(=O)NCCN3CCOCC3)c2C1 (stereo unspecified)	-0.7	-7	-1	-5	0	-4	-4	1	1	-6
14	COc1ccc(C(=O)OCC(=O)c2c(N)n(C)c(=O)n(C)c2=O)cc1OC	0.1	1	1	-8	0	3	-1	4	0	3
15	CCc1ccccc1Oc1nc(NC(C)C)nc2ccsc12	0.5	3	-4	-9	13	.	0	6	-1	-1
16	O=C(c1ccc(Cl)c(Cl)c1)c1cc(-c2ccccn2)c(N2CCOCC2)s1	2.7	-3	8	-2	-14	-22	-2	-8	-1	-5

In the list so far, these contain a CF3 group.
cpd	structure	PG9 binder	rCAG binder	GC-A act	ASAP1 inh	ARFGAP1 inh	HTRA1 inhibitor	NR1D1 modulator	ABHD4 inh	SMARCA2 act	NPR2 activator
4	COCCNC(=O)CN1CCC(NC(=O)Nc2ccc(C(F)(F)F)cc2)CC1	2.6	-3	-1	6	-15	1	0	-5	1	2
11	O=C(COC(=O)COc1cccc2ccccc12)NCC(F)(F)F	-1.8	-1	2	3	-5	-4	3	-1	2	-5

(further entries)
cpd	structure	PG9 binder	rCAG binder	GC-A act	ASAP1 inh	ARFGAP1 inh	HTRA1 inhibitor	NR1D1 modulator	ABHD4 inh	SMARCA2 act	NPR2 activator
17	CCN(CC)C(=O)Cn1cc(S(=O)(=O)CC(=O)Nc2ccccc2C)c2ccccc21	-2.2	-4	-2	-10	9	1	9	-1	-2	0
18	N#Cc1ccc(-c2ccc(F)cc2)nc1Sc1ccccc1	0.7	-1	6	8	-3	-6	4	4	-1	3
19	COc1cccc(C(=O)n2ccc3ccc(-c4ccc5ccn(C(=O)c6cccc(OC)c6)c5c4)cc32)c1	.	7	-1	.	.	.	44*	-2	-2	3
20	Cc1ccc(S(=O)(=O)N2CCN(C(=O)c3ccco3)CC2)cc1	3.0	-3	-5	4	2	10	3	-10	-1	3
21	CCOC(=O)c1c(O)c2ccccc2n(CC)c1=O	-0.6	0	5	-10	5	0	7	6	0	8
22	CC(NS(=O)(=O)c1cn(C)c(=O)n(C)c1=O)c1ccccc1 (stereo unspecified)	-1.1	6	-2	-6	-8	2	-1	-11	1	7
23	Cc1ccc(S(=O)(=O)N2CCN(C(=O)CCCN3C(=O)NC4(CCCC4)C3=O)CC2)cc1C	-0.7	-1	2	9	2	3	1	7	-4	-10
24	COc1cccc(Oc2cc(Cl)nc(N)n2)c1	-0.1	-4	4	7	-15	2	-1	1	-1	-3
25	CCOC(=O)c1cnc(SC)nc1NCCOC	1.8	-7	-5	9	7	8	-4	1	-1	3
26	CN(Cc1nccn1C)C(=O)C1CCC(=O)N(Cc2cccc(C(F)(F)F)c2)C1 (stereo unspecified)	0.9	-5	3	4	7	0	-3	1	0	2
27	COc1ccc(C(=O)C2CCCN(Cc3cnc(N4CCOCC4)s3)C2)c(OC)c1 (stereo unspecified)	0.6	-4	-4	2	5	-1	-2	1	-3	-3
28	O=C(NCc1cccs1)C(Cc1ccccc1)NS(=O)(=O)c1cccs1 (stereo unspecified)	3.0	6	-3	6	4	-10	-1	0	-1	-5
29	C=CCn1cnc2scc(-c3ccc(CC)cc3)c2c1=O	-2.8	-1	0	3	-7	-18	4	-9	-3	-7
30	Cc1ccc2nc(-c3ccc(N4C(=O)CC(N5CCN(CCO)CC5)C4=O)cc3)sc2c1 (stereo unspecified)	-3.8	1	25	20	12	-10	-4	-2	8.6*	4
31	COc1ccc(C2=NN(Cc3c(F)cccc3Cl)C(=O)CC2)cc1	2.0	-5	3	0	0	-7	0	-5	-6	-8
32	Cc1cccc(C(=O)Oc2ccc3ccc(O)cc3c2)c1	-2.8	2	-1	3	-9	-27	-1	-10	2	0

Single records, from the list above. Order of screens: PG9 binder | rCAG binder | GC-A act | ASAP1 inh | ARFGAP1 inh | HTRA1 inhibitor | NR1D1 modulator | ABHD4 inh | SMARCA2 act | NPR2 activator
C=CCn1cnc2scc(-c3ccc(CC)cc3)c2c1=O across the screens: -2.8 | -1 | 0 | 3 | -7 | -18 | 4 | -9 | -3 | -7
CCOC(=O)c1cnc(SC)nc1NCCOC across the screens: 1.8 | -7 | -5 | 9 | 7 | 8 | -4 | 1 | -1 | 3

The results go on.
cpd	structure	PG9 binder	rCAG binder	GC-A act	ASAP1 inh	ARFGAP1 inh	HTRA1 inhibitor	NR1D1 modulator	ABHD4 inh	SMARCA2 act	NPR2 activator
33	Cc1cccn2c(=O)c(C=NCCO)c(Nc3ccc(Cl)cc3)nc12	-0.7	-2	-29	-2	-8	.	-17	5	-5	-11
34	COC(=O)[C@H](Cc1ccccc1)NC(=O)Cn1cnc2c(OCc3ccccc3)ncnc21	-2.8	-2	1	-7	5	-2	-2	3	-4	2
35	O=C(Nc1ccc(Cc2ccncc2)cc1)c1ccc(S(=O)(=O)N2CCCC2)cc1	1.4	-7	-3	-11	8	-7	0	-2	-8	-2
36	CCCS(=O)(=O)N1CCN(S(=O)(=O)c2ccc(F)cc2)CC1	-0.3	-3	4	13	-6	5	0	1	-3	6
37	[O-][n+]1ccccc1/C=C/c1ccccc1	-1.1	0	4	-8	-3	-1	-6	1	4	3
38	Cc1oc2c(c(C)nn2-c2ccccc2)c(=O)c1Cl	-0.1	3	-2	-11	-1	.	-5	0	1	6
39	C#CCOCCOCCOCCNc1nc(N2CCOCC2)nc(N2CCN(C(=O)[C@H](CCCCN)n3cc(CN)nn3)CC2)n1	0.0	6	0	4	1	8	-1	8	2	-5
40	COc1ccccc1Nc1ncnc2c1c(C)c(C)n2CCCN(C)C	-3.7	1	-60	14	13	4	3	4	1	-20
41	O=C(Nc1ccc2oc(-c3ccccc3)nc2c1)c1ccncc1	-0.2	1	12	0	16	-9	-6	-33	-1	-1
42	CCOC(=O)C1CCCN(C(=O)c2ccc(S(=O)(=O)NCc3ccco3)cc2)C1 (stereo unspecified)	0.1	0	5	4	6	-1	2	-1	-2	3
43	Cc1cc(C)c2[nH]c(=O)c(C(c3nnnn3CC3CCCO3)N3CCC(C)CC3)cc2c1 (stereo unspecified)	-0.5	-2	-2	-7	-3	-9	-2	9	-2	0
44	CCOC(=O)[C@]12CCCC=C1N(Cc1cccc3ccccc13)C(=O)[C@H](CC(=O)NCc1cccc(C(F)(F)F)c1)C2	-0.2	7	-6	10	7	.	2	-18	-6	1
45	O=C(NCCc1ccccn1)c1nc(Cn2cc(Br)cn2)no1	-0.8	2	0	-10	7	3	-1	-7	-5	3
46	Cc1cc(C)n(-c2c(F)c(F)c(CN3CCCCC3)c(F)c2F)n1	0.2	-3	1	8	4	-2	2	-2	-4	6
47	CC(CC(=O)Nc1ccc2c(c1)c(=O)n(C)n2-c1ccccc1F)c1ccccc1 (stereo unspecified)	-0.4	3	3	2	7	.	-2	3	-4	5
48	CC(=O)Nc1cccc(NC(=O)C(=O)NCC(c2ccco2)N2CCc3ccccc32)c1 (stereo unspecified)	-0.1	-4	-1	4	2	0	1	2	-2	0
49	Cc1nc(SCC(=O)NC2CCS(=O)(=O)C2)c2c(C)c(C)sc2n1 (stereo unspecified)	2.2	0	1	-5	-4	11	-6	8	0	1
50	CC(=O)c1cc(-c2ccccc2)n(CCC(=O)NCc2cccs2)c1C	-4.4	-3	-4	-3	6	-13	-6	4	1	-2
51	O=C(CNC(=O)c1ccccc1)N/N=C/c1ccccc1Cl	-1.0	-3	1	13	-8	-3	-2	-1	1	-5
